Screening results as filed in PubChem.
TCR-CD3 inh – inhibitors of human TCR-CD3 interaction; TAMRA-labeled TCR probe fluorescence, biochemical; inhibition, % at 9.4 µM; hit rate 0.37% among 360,000; in the data active = inhibition above about 19%;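 also: recombinant mutant TCR 2C K166C tagged with TAMRA read by polarization; 0% = receptor in buffer alone and 100% = receptor with positive control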
NPR2 activator – GC-B (human) receptor activation; P20594; HEK293-GC-B cells, CNP EC30, cGMP TR-FRET; 0% at EC30 CNP, 100% saturating CNP; activation, % at 10 µM; hit rate 0.11% among 370,000; AID 1920062;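 active = activation at 10 µM reaching about 35% in either raw or pattern-adjusted values, limit read from the data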
LEDGF integ inh – blocks HIV-1 LEDGF/p75-dependent DNA integration. TR-FRET IN-LEDGF/p75 DNA integration, Eu/Cy5. inhibition, % at 3.7 µM. hit rate 0.64% among 370,000;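 active = inhibition above the screen-wide mean plus 3 SD, cut at about 13% in these data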;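 also: signal is the Cy5 over europium emission ratio at 671 and 618 nm; 0% = plate median of compound wells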
SIAE primary – human SIAE inhibition, primary screen; hit rate 0.69% among 370,000; inhibition, % at 9.66 µM; AID 1053197; SIAE FP-Rh probe binding, fluorescence polarization; Q9HAT2;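 active = inhibition above a cutoff: mean of compounds within the control limits plus 3 SD of those, cut at about 17% in these data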;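 also: 0% = plate median of compound wells and 100% = probe without SIAE protein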
mABHD4 FP – inhibitors of mouse ABHD4 | Q8VD66 | purified mABHD4, FP-Rh probe fluorescence polarization | inhibition, % at 8.92 µM | hit rate 0.54% among 370,000 | AID 720543;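 active = inhibition exceeding the mean over every tested compound plus 3 SD, cut at about 30% in these data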;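 also: 0% = plate median of compound wells and 100% = S159A mutant with DMSO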
Target sequence (Q8VD66 whole entry, looked up): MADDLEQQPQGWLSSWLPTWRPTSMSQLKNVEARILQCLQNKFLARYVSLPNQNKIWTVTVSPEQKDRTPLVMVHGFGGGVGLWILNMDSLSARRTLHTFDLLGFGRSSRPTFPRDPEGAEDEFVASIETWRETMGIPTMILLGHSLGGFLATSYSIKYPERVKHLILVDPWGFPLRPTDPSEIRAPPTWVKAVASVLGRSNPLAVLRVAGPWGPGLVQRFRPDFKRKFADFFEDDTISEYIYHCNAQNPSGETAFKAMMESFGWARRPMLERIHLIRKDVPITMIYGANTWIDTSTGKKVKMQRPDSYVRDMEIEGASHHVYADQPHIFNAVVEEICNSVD
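System: mouse ABHD4 enzyme, wild type / Medium: HEPES pH 7.0, NaCl, Pluronic buffer / Reagent: FP-Rh activity-based fluorescent probe / Control set: S159A mutant high control, sample median low control / Detection: fluorescence polarization with parallel and perpendicular emission, 525/598 nm / Schedule: 45 min + 60 min at 25 °C / Compound dosing: 8.92 µM, single dose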
TDP2 absorb – blocks human TDP2 phosphodiesterase activity; inhibition, % at 12.8 µM; recombinant TDP2, T5PNP hydrolysis, p-nitrophenol absorbance 415 nm; AID 720702; hit rate 0.34% among 370,000; O95551;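 active = inhibition above the mean of all tested compounds plus 3 SD, set per campaign, cut at about 25% in these data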;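 also: 0% = DMSO with enzyme and 100% = buffer with substrate but no TDP2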
Target sequence (O95551 whole entry, looked up): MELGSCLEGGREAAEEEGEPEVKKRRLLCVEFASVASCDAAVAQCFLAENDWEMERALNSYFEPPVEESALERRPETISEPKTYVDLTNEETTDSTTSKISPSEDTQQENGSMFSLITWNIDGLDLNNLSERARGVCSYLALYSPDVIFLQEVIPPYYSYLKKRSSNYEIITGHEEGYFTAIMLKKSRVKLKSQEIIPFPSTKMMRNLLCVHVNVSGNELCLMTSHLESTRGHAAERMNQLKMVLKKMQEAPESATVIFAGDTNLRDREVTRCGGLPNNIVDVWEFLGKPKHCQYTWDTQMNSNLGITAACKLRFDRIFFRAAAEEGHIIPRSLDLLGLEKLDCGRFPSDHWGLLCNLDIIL
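Read-out basis: percent inhibition. System: recombinant human TDP2. Buffer or medium: Mg2+-containing Tris-HCl buffer, pH 7.5. Repeats: single replicate. Timing: reaction 2 h, 37 °C. Benchmarks: high control without enzyme, low control DMSO plus TDP2. Probe or stimulus: 5 mM T5PNP. Doses: 12.8 µM only. Measured by: epi absorbance of p-nitrophenol freed from T5PNP by hydrolysis.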
rCAG binder – molecules binding r(CAG) RNA repeats; r(CAG) RNA repeat, TO-PRO-1 dye displacement fluorescence; inhibition, % at 3 µM; hit rate 1.3% among 370,000; AID 651821;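 active = inhibition above the plate cutoff, the mean of all test compounds on that plate plus 3 SD, cut at about 35% in these data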;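 also: 0% = DMSO alone and 100% = 100 µM mitoxantrone as full dye displacement; higher means more dye released from RNA so lower well fluorescence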
MBD2 inh – blocks human MBD2 binding to methylated DNA; Q9UBB5; TR-FRET, MBD2 binding to methylated oligonucleotide; inhibition, % at 4.4 µM; hit rate 0.31% among 370,000; AID 686964; in the data active = inhibition above about 13%
Target sequence (Q9UBB5 whole entry, looked up): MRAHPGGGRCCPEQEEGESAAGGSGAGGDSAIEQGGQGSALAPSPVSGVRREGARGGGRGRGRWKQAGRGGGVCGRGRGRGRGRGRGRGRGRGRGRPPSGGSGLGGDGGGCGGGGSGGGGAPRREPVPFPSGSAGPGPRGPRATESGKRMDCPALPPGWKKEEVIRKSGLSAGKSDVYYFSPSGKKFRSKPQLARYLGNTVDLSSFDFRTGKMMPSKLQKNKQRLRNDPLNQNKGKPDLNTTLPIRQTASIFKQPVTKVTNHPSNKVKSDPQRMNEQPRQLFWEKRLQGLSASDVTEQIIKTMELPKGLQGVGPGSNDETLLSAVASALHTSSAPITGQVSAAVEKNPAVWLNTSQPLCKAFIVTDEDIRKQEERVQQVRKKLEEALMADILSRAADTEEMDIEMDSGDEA
PRMT1 inh – inhibitors of human PRMT1; recombinant PRMT1, activity-based probe fluorescence polarization; inhibition, % at 2.79 µM; hit rate 1.3% among 370,000;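 active = inhibition above about 21% made by adding two undisclosed values, limit read from the data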
HTRA1 inhibitor – inhibitors of human serine peptidase HTRA1. Q92743. recombinant HTRA1, FP-rhodamine activity-based probe, fluorescence polarization. inhibition, % at 5.96 µM. hit rate 0.5% among 340,000. AID 504803; in the data active = inhibition above about 36%;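 also: 0% = enzyme with DMSO and 100% = wells lacking enzyme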
The depositor's hits bear a star; / = not tested or not shown. Only part of the results is shown. The share of hits here may be higher or lower than overall.

SMILES	TCR-CD3 inh	NPR2 activator	LEDGF integ inh	SIAE primary	mABHD4 FP	TDP2 absorb	rCAG binder	MBD2 inh	PRMT1 inh	HTRA1 inhibitor
COc1ccccc1N=Nc1ccc(N)c(C)c1	1.3	-4.4	-0.4	5.0	4.8	-6.8	0.7	-7.5	0.3	6.8
CCOC(=O)NC(=O)/C(C#N)=C\Nc1ccc(Cl)cc1Cl	2.3	1.8	-3.4	-1.6	-2.3	-2.2	0.0	0.9	-0.6	1.5
O=[N+]([O-])c1ccc(N2CCOCC2)cc1NC(c1ccccc1)c1ccccc1	-4.4	-6.2	2.0	-4.1	-9.9	-12.2	0.9	3.2	3.0	-1.7
CCCCN(C(=O)c1ccc(-c2ccc(Cl)cc2)o1)c1c(N)n(CCC)c(=O)[nH]c1=O	2.0	0.4	-1.3	-0.8	-3.6	-5.8	9.7	-1.2	0.7	-16.7
O=C(c1ccc(NS(=O)(=O)/C=C/c2ccccc2)cc1)N1CCCCC1	-5.7	-4.3	3.9	-7.4	-8.1	-11.5	1.4	2.8	-2.0	-7.7
COc1cc(O)c2c(c1)OC(c1ccc(O)cc1)CC2=O (stereo unspecified)	7.7	-4.4	6.9	1.6	-6.6	5.6	6.0	-3.8	-4.5	-10.1
O=C(O)CSc1nnc(Cn2nnc3ccccc32)n1CCc1ccccc1	-5.2	7.1	-4.6	-4.8	-3.6	-8.0	0.2	-0.7	4.7	1.7
CC(=O)c1ccc(NC(=O)CSc2cn[nH]n2)cc1	-3.7	2.8	-0.9	2.7	-1.7	2.8	-3.6	-0.6	3.7	-3.8
NC(=O)C1CCCN(C(=S)Nc2ccccc2)C1 (stereo unspecified)	3.0	2.3	0.8	0.4	0.0	1.6	-0.1	-4.1	-6.3	3.2
O=C(/C=C/c1c(Cl)cccc1Cl)N1CCOCC1	7.1	2.5	-0.1	2.3	-0.4	14.6	-1.1	-2.6	-0.2	1.0
N#CCCN1CCCN(CCC#N)CCN(CCC#N)CCCN(CCC#N)CC1	-1.6	1.0	-1.3	-6.2	0.0	-12.8	1.0	-2.1	-1.4	1.8
Cc1ccc(CN2CCN(Cc3cccn3-c3ccc(Cl)cn3)CC2CCO)o1 (stereo unspecified)	3.6	-4.7	-1.7	0.6	0.8	15.1	-6.6	-4.4	-3.8	3.8
CCOC(=O)N1CCN(c2ccc(C(=O)c3ccccc3)cc2F)CC1	4.6	-4.0	-1.4	-4.4	-2.6	0.9	1.6	-3.6	-1.8	-7.7
Cc1ccc2c(=O)n3c(nc2c1)C(C)NC(=O)c1cccnc1-3 (stereo unspecified)	-2.4	-1.1	-0.4	2.9	0.7	12.5	0.6	-0.1	-2.5	3.4
O=C(Nc1ccc(C(F)(F)F)cc1)C1CCN(S(=O)(=O)c2ccc(N3CCCC3=O)cc2)CC1	5.2	2.0	0.7	-4.4	-2.8	-9.2	3.0	-0.8	-1.9	0.2
COc1cccc(C(NC(C)=O)c2nc(-c3cccs3)cs2)c1 (stereo unspecified)	-3.3	-1.9	-5.0	-2.8	0.7	6.4	1.8	0.8	2.5	/
O=c1oc2ccccc2n1CCCCCn1c(=O)oc2ccccc21	8.6	-7.9	1.3	1.6	-3.4	-2.1	1.7	4.8	2.2	-3.4
Cc1noc(C)c1COC(=O)c1cc(=O)[nH]c2ccccc12	0.0	-0.7	-3.3	2.9	-4.6	-6.7	-2.0	-0.3	-1.2	1.9
COc1cccc(/C=N/NC(=O)C(C)n2nnc3ccccc32)c1 (stereo unspecified)	-7.9	-4.6	2.8	-12.2	-9.7	-10.7	-0.2	6.3	1.9	-3.1
Cc1ccc([C@@H]2CC=C(C(=O)O)[C@H](c3cccc(Cl)c3)N2S(=O)(=O)c2ccccc2C)cc1	1.0	0.4	6.7	-7.3	-5.8	-2.1	81.8*	0.8	-8.3	-37.2
CCOc1ccccc1NC(=O)CSc1nnc(SCc2ccccc2)s1	/	-0.4	0.0	2.5	-11.2	-10.4	1.1	-2.0	-8.8	/
COc1ccc(CN2C(=O)c3cccnc3C2Nc2cc(Cl)c(OC)cc2OC)cc1 (stereo unspecified)	4.7	-1.5	1.4	10.4	4.8	10.8	3.7	0.7	6.5	11.4
COc1ccc(CNn2cnnc2)c(O)c1	0.8	0.8	0.1	3.5	-0.1	3.4	2.7	0.6	-1.4	6.3
O=C(NCc1ccc(C(F)(F)F)cc1)C1CC(c2ccc(C(F)(F)F)cc2)=NO1 (stereo unspecified)	2.1	-0.5	-0.8	5.2	-2.1	-7.8	-5.2	-1.2	2.1	-7.2
Cc1cccc(Cn2c(C(=O)OC(C)C)cc3c2ccn3C)c1	4.8	1.3	-2.5	2.3	15.2	24.4	8.4	-2.0	36.0*	-2.5
Cc1ccccc1CC1(CO)CCCN(C(=O)CCCN2CCCCC2=O)C1 (stereo unspecified)	-1.0	-0.2	1.2	-4.5	1.6	3.2	-9.5	0.6	1.6	3.9
COc1ccc(CCNC(=O)CC2SC(=Nc3cc(C)cc(C)c3)NC2=O)cc1OC (stereo unspecified)	3.0	-8.2	-2.0	-4.4	-1.3	-3.1	-4.3	1.6	10.0	0.5
CC1=CC(=C(C#N)C#N)C=C(C)N1CCN1CCN(C(=O)Nc2cccc(Cl)c2)CC1	0.4	-0.6	-0.3	-45.4	-3.1	-0.9	4.2	-0.4	0.1	-32.6
O=C1/C(=C\c2ccncc2)CCc2ccccc21	-8.5	-1.7	2.7	-0.8	-8.3	4.5	-4.5	3.2	2.2	0.1
O=C(CN1C(=O)NC2(CCCc3ccccc32)C1=O)c1ccc(F)c(F)c1 (stereo unspecified)	5.7	3.5	-2.2	0.6	-4.0	6.3	7.7	2.4	-1.7	-12.1
CCOC(=O)N1CCC(N2CCN(Cc3ccc(F)c(F)c3)C(CCO)C2)CC1 (stereo unspecified)	0.6	-6.2	7.8	7.8	-6.9	-7.2	-0.6	-4.9	-1.3	-0.5
Cc1cc(C)cc(NC(=O)CSc2nnc(Cc3cccn3C)n2-c2ccc(F)cc2)c1	6.4	-4.3	-2.4	10.3	-3.1	1.9	-1.3	2.9	-2.4	-10.5
COc1cc2nc(COc3ccc(C#N)cc3)n(CC#N)c(=O)c2cc1OC	-4.5	-13.6	0.3	1.2	-1.1	9.7	3.2	-4.7	0.4	-3.5
CCC1(C)Cc2c(sc3nnn(CC(=O)Nc4cccc5ccccc45)c(=O)c23)CO1 (stereo unspecified)	1.6	-0.8	-0.7	-27.0	-8.9	0.3	3.2	0.4	4.2	-10.1
CCOc1ccc2nc(COC(=O)c3cccc([N+](=O)[O-])c3)c(C(C)=O)[n+]([O-])c2c1	0.1	-3.5	-3.2	0.1	-0.2	10.6	-1.3	0.5	0.9	/
COc1cc(C(CCN2CCCC2)c2c(OC)cc(OC)c3c(-c4ccccc4)cc(=O)oc23)cc(OC)c1OC (stereo unspecified)	4.9	-6.3	0.1	11.8	12.5	5.8	3.1	-1.6	-1.7	7.6
CC(C)COc1ccc(C(=S)N2CCCC2)cc1	3.1	-6.8	4.3	3.9	2.3	-7.8	-4.8	0.6	-1.0	-2.3
CC1CCC2C(=O)N(c3cc(Cl)ccc3OC(=O)c3ccco3)C(=O)C2C1 (stereo unspecified)	-2.0	0.4	1.2	-6.5	-7.2	-15.4	-4.0	-0.5	-1.3	0.8
CC1CN(C(=O)C(Sc2ccccc2)c2ccccc2)CC(C)O1 (stereo unspecified)	-1.3	-3.2	4.4	-13.2	2.4	2.5	-9.8	-1.8	-3.0	-0.1
Nn1c(SCC(=O)N2CCOCC2)nnc1C1CC1	-0.5	3.1	-0.8	0.8	3.9	9.9	1.6	-0.8	0.3	-0.6
Cc1cc(C(=O)O)ccc1-n1c(C)cc(/C=C(/C#N)C(=O)Nc2ccccc2)c1C	4.1	0.2	4.3	-1.3	45.8*	-20.4	16.2	-5.0	8.9	/
Cc1oc(-c2cccs2)nc1CN1CCN(Cc2ccc(F)c(F)c2)C(CCO)C1 (stereo unspecified)	-0.3	-3.2	0.7	-1.4	2.8	-5.9	-8.0	5.9	1.2	2.5
COC(=O)[C@H](Cc1ccc(O)cc1)NCCCn1cnc(C(=O)Nc2ccc(C)c(C)c2)n1	9.1	1.5	4.6	3.6	-2.7	-0.4	1.2	-6.1	-1.0	-7.3
NC(Cc1ccc(C(F)(F)F)cc1)c1csc(Nc2nccc(C(F)(F)F)n2)n1 (stereo unspecified)	-5.3	1.2	1.3	-1.3	26.8	-1.6	13.3	3.2	-1.0	/
CCOC(=O)C1CCN(C(=O)Nc2cccc(OC)c2)CC1	2.9	0.0	2.8	-4.5	2.2	-15.2	-0.8	-1.8	-10.6	-5.7
CCCCNC(=O)C1(C(=O)c2ccc(OC)cc2)CC(c2ccccc2C(F)(F)F)=NO1 (stereo unspecified)	/	4.6	-1.2	-0.2	3.2	4.5	0.1	3.4	1.8	/
COc1ccc(N(CC(=O)N2CCCC2)S(C)(=O)=O)cc1	-1.3	1.5	-0.5	4.7	2.4	9.3	0.6	-1.9	-2.9	5.0
CC(=O)c1ccc(N2C(=NC(=O)COc3ccccc3)SC3CS(=O)(=O)CC32)cc1 (stereo unspecified)	8.8	-0.1	-0.5	-3.0	-2.4	8.3	4.4	1.3	-1.8	9.8
Cc1ccccc1CSCCNC(=O)COc1ccc(Cl)cc1	-0.6	-3.4	-1.9	2.3	-7.0	-4.1	-5.3	0.8	0.1	-22.4
CC1(C)NC(=O)N(CC(=O)OCc2cc(=O)n3cc(Br)ccc3n2)C1=O	4.8	-3.9	-1.2	5.0	3.4	-2.0	0.1	0.6	0.1	4.7
Cc1ccc(C)c(-n2cc(CN3CCNC(=O)CC3)c(-c3ccccc3)n2)c1	-5.4	3.6	-1.5	-2.3	3.3	2.8	3.4	-2.3	-1.0	-23.7
S=C(NCc1ccncc1)NC1CCCC1	6.8	-1.7	0.0	0.2	-0.8	1.5	-1.1	3.4	0.5	3.7
CC1CN(C(=O)COC(=O)c2ccc(N(C)C)cc2)CC(C)O1 (stereo unspecified)	8.5	-0.6	-0.5	-1.7	-1.4	2.2	-1.5	-6.7	2.8	6.5
O=C(Cc1ccccc1)Oc1coc(CSc2ncccn2)cc1=O	2.8	-3.5	-3.4	8.9	7.8	5.8	-1.4	7.0	5.1	3.4
COCc1cc(=O)n2[nH]c(C)c(-c3ccccc3)c2n1	-7.2	-2.3	1.3	1.8	2.8	-2.2	-1.1	-1.0	-2.9	3.2

Two entries from above in a different format.
CC1CN(C(=O)COC(=O)c2ccc(N(C)C)cc2)CC(C)O1 (stereo unspecified)
  TCR-CD3 inh = 8.5 | NPR2 activator = -0.6 | LEDGF integ inh = -0.5 | SIAE primary = -1.7 | mABHD4 FP = -1.4 | TDP2 absorb = 2.2 | rCAG binder = -1.5 | MBD2 inh = -6.7 | PRMT1 inh = 2.8 | HTRA1 inhibitor = 6.5
O=C(Cc1ccccc1)Oc1coc(CSc2ncccn2)cc1=O
  TCR-CD3 inh = 2.8 | NPR2 activator = -3.5 | LEDGF integ inh = -3.4 | SIAE primary = 8.9 | mABHD4 FP = 7.8 | TDP2 absorb = 5.8 | rCAG binder = -1.4 | MBD2 inh = 7.0 | PRMT1 inh = 5.1 | HTRA1 inhibitor = 3.4
